TrxR1 inh: inhibitors of rat thioredoxin reductase 1; O89049; recombinant rTrxR1, NADPH fluorescence consumption, selenite substrate; Potency, µM (series often up to 114 µM), for the others: at the top dose activity change, negative = inhibition, actives largely listed as inhibitors; 390,000 tested, 1% active; AID 588453; further: potency means the concentration at half of the fitted maximal effect; on the % scale 0 is the no-effect control and ±100 the full control effect; nearly all actives have a fitted effect of over 65% in size
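Rat TrxR1 (90 nM in the dispensed reagent) was pre-reduced with 400 uM NADPH for 5 min at room temperature, then incubated with compound for 15 min. After 400 uM selenite was added, NADPH fluorescence (Ex 340/Em 450 nm) was followed for 8 min.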
mIDH1 inhibitor: human IDH1 R132H inhibition; O75874; 390,000 tested, 0.093% active; Potency, µM (titrated, usually from 76.6 µM), for the others: at the top dose activity change, negative = inhibition, most hits filed as inhibitors; AID 602179; IDH1-R132H enzyme, NADPH consumption, diaphorase/resazurin fluorescence; further: potency means the concentration at half of the fitted maximal effect; on the % scale 0 is the no-effect control and ±100 the full control effect; nearly all actives have a fitted effect of over 65% in size
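IDH1-R132H (0.5 ug/mL dispensed) in pH 7.5 Tris buffer was preincubated 30 min with compound, then given a substrate mix of 0.016 mM NADPH and 2 mM alpha-KG for 80 min at room temperature; remaining NADPH was read by diaphorase/resazurin fluorescence.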
D2 ag: agonists of human D2 dopamine receptor; activation, % at 2 µM; HEK293 T-REx D2 cells, calcium flux agonist mode; 340,000 tested, 0.53% active; AID 485358; P14416;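 active means activation over 3 SD above normal in the single-dose calcium agonist read, cut at about 30% in these data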; further: 0% is about no effect
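Tetracycline-induced HEK293 T-REx cells with force-coupled D2 receptor, plated overnight at 30 C, loaded with no-wash calcium dye. After a 10 s baseline, compound was pin-added and calcium flux read kinetically for 180 s; calcium rises flagged agonists.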
D2 antag: antagonists of human D2 dopamine receptor | inhibition, % at 10 µM | P14416 | HEK293 TREx D2 cells, calcium flux, dopamine EC80 | AID 485344 | 340,000 tested, 2% active; in the data active means inhibition above about 30%; further: 0% is about no effect
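Tetracycline-induced HEK293 T-REx cells expressing D2 force-coupled to calcium signalling were dye-loaded, exposed to compound for 180 s, then challenged with an EC80 of dopamine; calcium flux was followed kinetically for a further 180 s.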
PI4K2A block: blocks human PI4K2A kinase activity. Q9BTU6. purified PI4K2A, ADP-Glo luminescence, 1 h; hits give low values. activity change, negative = inhibition, % at 76.9 µM. 420,000 tested, 0.13% active. AID 1346378; in the data active means activity change below about -50%; inconclusive means mostly about -30% to -49%;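 further: -100% = wells without enzyme as full effect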
Target sequence (Q9BTU6 whole entry, looked up): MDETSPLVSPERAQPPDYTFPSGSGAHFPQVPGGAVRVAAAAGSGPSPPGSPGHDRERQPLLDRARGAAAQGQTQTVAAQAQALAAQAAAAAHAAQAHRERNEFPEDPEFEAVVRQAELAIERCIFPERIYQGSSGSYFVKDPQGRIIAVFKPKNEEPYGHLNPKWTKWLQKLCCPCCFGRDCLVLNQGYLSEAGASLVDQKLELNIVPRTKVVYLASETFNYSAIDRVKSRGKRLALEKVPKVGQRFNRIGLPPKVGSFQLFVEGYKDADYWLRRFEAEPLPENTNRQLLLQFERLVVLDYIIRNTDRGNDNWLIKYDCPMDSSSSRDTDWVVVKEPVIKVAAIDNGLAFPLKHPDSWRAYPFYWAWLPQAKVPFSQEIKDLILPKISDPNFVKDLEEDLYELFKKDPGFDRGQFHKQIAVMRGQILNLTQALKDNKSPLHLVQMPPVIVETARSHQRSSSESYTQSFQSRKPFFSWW
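Compounds are screened against recombinant PI4K2A using PI as substrate and ATP, the latter dispensed at 300 microM. Reactions run one hour at ambient temperature before ADP-Glo detection; full inhibition defined by wells lacking enzyme.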
USP1 inh: inhibitors of human USP1/UAF1 deubiquitinase. O94782. recombinant USP1/UAF1, Ub-Rhodamine cleavage fluorescence. Potency, µM (top dose mostly 57.1 µM), without a hit: top-dose activity change, negative = inhibition, actives largely listed as inhibitors. 390,000 tested, 0.23% active. AID 743255; further: potency means the concentration at half of the fitted maximal effect; on the % scale 0 is the no-effect control and ±100 the full control effect; nearly all actives have a fitted effect of over 60% in size; inactives centre near -12
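In this screen, compounds sit with the deubiquitinase complex (1nM) for 15 min at room temperature before Ub-Rho is added at 150nM final. Fluorescence rise is then followed for 6 reads every 60 seconds.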
TrxR1 substrate: is turned over as a substrate by rat TrxR1. O89049. purified TrxR1 substrate turnover, NADPH consumption readout. Potency, µM (top dose mostly 114 µM), without a hit: top-dose activity change, negative = substrate turnover. 390,000 tested, 0.01% active; further: potency means the concentration at half of the fitted maximal effect; on the % scale 0 is the no-effect control and ±100 the full control effect; nearly all actives have a fitted effect of over 50% in size
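Rat TrxR1, dispensed at 90 nM, was prereduced with 400 uM NADPH (final) for 5 min at ~22 deg C, then incubated with compound 15 min before 400 uM selenite. A first-read NADPH fluorescence drop versus no-compound background flagged substrates.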
TRHR enhancer: TRH receptor (human) allosteric enhancement; P34981; TRHR cells, fluo-8 calcium fluorescence, EC20 TRH enhancement; enhancement, % at 2 µM; 360,000 tested, 0.66% active; in the data active means enhancement above about 30%; further: 0% is about no effect
Target sequence (P34981 whole entry, looked up): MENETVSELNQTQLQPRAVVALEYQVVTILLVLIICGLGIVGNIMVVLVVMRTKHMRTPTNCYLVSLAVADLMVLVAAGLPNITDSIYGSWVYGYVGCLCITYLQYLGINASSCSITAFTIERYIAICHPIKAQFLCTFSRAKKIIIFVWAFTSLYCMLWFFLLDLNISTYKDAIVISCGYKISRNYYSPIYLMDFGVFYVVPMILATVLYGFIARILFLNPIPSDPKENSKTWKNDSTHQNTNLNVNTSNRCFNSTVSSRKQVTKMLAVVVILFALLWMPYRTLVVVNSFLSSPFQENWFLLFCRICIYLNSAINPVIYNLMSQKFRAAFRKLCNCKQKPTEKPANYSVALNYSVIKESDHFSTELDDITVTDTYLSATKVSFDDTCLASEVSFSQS
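TRHR-expressing cells loaded with fluo-8 calcium dye were read kinetically (ex 480/em 530) during compound addition, then stimulated with an EC20 of TRH (10 nM final). Enhancement of the Gq-mediated intracellular calcium response was scored.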
TRHR agonist: activates the human TRH receptor; TRHR cells, calcium flux fluo-8, FDSS agonist mode; P34981; 360,000 tested, 0.18% active; activation, % at 2 µM; in the data active means activation above about 30%; further: 0% is about no effect
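Steps: seed TRHR cells overnight; add fluo-8 no-wash Ca dye, RT 30 min–1.5 h; record 10 s baseline; pin-transfer compounds; monitor fluorescence 1 cycle/s for the agonist window. Calcium increases flag candidate agonists.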
* hit, by the source's call; [ ] = another dose, or the depositor's remark. Unless noted, the call rests on the fitted dose curve; in most records, active means well fitted inhibition curve with a large enough effect; inconclusive means small, poorly fitted or top-dose-only effect; inactive means no such curve, though single readings can be large or run the other way.

O=C(O)c1ccc(/C=N/NC(=O)c2ccc(Br)cc2)cc1 was read as TrxR1 inh -6%, mIDH1 inhibitor 16%, D2 ag 0.3, D2 antag 12, PI4K2A block -3, USP1 inh -21%, TrxR1 substrate -10%, TRHR enhancer 1 and TRHR agonist 0.7.
`c1nc(N2CCCC2)c2[nH]cnc2n1` gave TrxR1 inh 26%, mIDH1 inhibitor 4%, D2 ag -0.6, D2 antag -10, PI4K2A block -3, USP1 inh -19%, TrxR1 substrate 10%, TRHR enhancer -4 and TRHR agonist 0.5.
Cc1ccccc1C1CC(=O)Oc2cc(O)ccc21 (stereo unspecified) was read as TrxR1 inh 12%, mIDH1 inhibitor -4%, PI4K2A block -1, USP1 inh inconclusive and TrxR1 substrate 1%.
O=C(NCC1CCCN(C(=O)Cc2ccccc2Cl)C1)c1ccc(F)cc1 (stereo unspecified) was read as TrxR1 inh 4%, mIDH1 inhibitor -6%, D2 ag -1.5, D2 antag -8, PI4K2A block -4, USP1 inh -5%, TrxR1 substrate -6%, TRHR enhancer -5 and TRHR agonist -1.1.
`COc1cc(NC(=O)CN2C(=O)c3ccccc3S2(=O)=O)cc(OC)c1` gave TrxR1 inh 11%, mIDH1 inhibitor -3%, D2 ag 1.2, D2 antag 11, PI4K2A block 0, USP1 inh -14%, TrxR1 substrate 4%, TRHR enhancer 7 and TRHR agonist -0.2.
`COc1cc2oc(=O)c(CC(=O)NCCc3ccccc3)c(C)c2cc1Cl` gave TrxR1 inh 20%, mIDH1 inhibitor 0%, D2 ag -0.1, PI4K2A block 0, USP1 inh -21%, TrxR1 substrate 17%, TRHR enhancer 6 and TRHR agonist -0.4.
For Fc1ccc(-c2nc3c4c(-c5ccccc5)c(-c5ccccc5)oc4ncn3n2)cc1 the results were TrxR1 inh 29%, mIDH1 inhibitor 8%, D2 ag -1.9, PI4K2A block 8, USP1 inh -15%, TrxR1 substrate 13%, TRHR enhancer 3 and TRHR agonist -0.7.
`CCCCNCCOCCSc1ccc(Cl)cc1` gave TrxR1 inh 11%, mIDH1 inhibitor 0%, D2 ag -0.2, D2 antag -17, PI4K2A block 7, USP1 inh -10%, TrxR1 substrate 5%, TRHR enhancer 5 and TRHR agonist 0.3.
For Cc1cc(=S)n(-c2ccccc2)n1C the results were TrxR1 inh 5%[57.1 µM], mIDH1 inhibitor 7%, D2 ag -0.4, D2 antag -3, PI4K2A block 7, USP1 inh -7%, TrxR1 substrate 2%[57.1 µM], TRHR enhancer 6 and TRHR agonist 0.7.
Screening CC(=O)Nc1ccc(S(=O)(=O)N2CCC(c3nc4ccccc4[nH]3)CC2)cc1 returned TrxR1 inh 17%, mIDH1 inhibitor 5%, D2 ag 0.2, D2 antag -8, PI4K2A block -6, USP1 inh 2%, TrxR1 substrate 3%, TRHR enhancer -5 and TRHR agonist 0.6.
OC(CNCCCCNCC(O)C(F)(F)F)C(F)(F)F (stereo unspecified) was read as TrxR1 inh 11%, mIDH1 inhibitor 8%, D2 ag 1.7, D2 antag -7, PI4K2A block 0, USP1 inh -20%, TrxR1 substrate 5%, TRHR enhancer -4 and TRHR agonist 0.7.
`Cc1ccc(NC(=O)c2cc(CN3CCOCC3)on2)cc1Cl` gave TrxR1 inh 4%[57.1 µM], mIDH1 inhibitor 2%, D2 ag 0.0, PI4K2A block 0, USP1 inh -3%, TrxR1 substrate -6%[57.1 µM], TRHR enhancer 5 and TRHR agonist 0.5.
Screening CC(=O)Nc1ccc(N(C(=O)c2ccco2)C(C(=O)NC2CCCC2)c2ccc(N3CCOCC3)cc2)cc1 (stereo unspecified) returned TrxR1 inh 10%, mIDH1 inhibitor -1%, D2 ag 0.6, D2 antag 5, PI4K2A block 1, USP1 inh -21%, TrxR1 substrate 3%, TRHR enhancer 35* and TRHR agonist 0.1.
Screening COc1ccc(/C=N/Nc2nc(N3CCCC3)nc(N3CCCC3)n2)cc1 returned TrxR1 inh -24%, mIDH1 inhibitor 7%, D2 ag -0.8, D2 antag 8, PI4K2A block 5, USP1 inh -22%, TrxR1 substrate -14%, TRHR enhancer -3 and TRHR agonist -0.6.
Screening CC1=C(C(=O)Nc2ccccc2)C(c2ccc(C(C)C)cc2)N2C(=O)CSC2=N1 (stereo unspecified) returned TrxR1 inh -4%, mIDH1 inhibitor 2%, PI4K2A block 0, USP1 inh -8%, TrxR1 substrate 10%, TRHR enhancer -6 and TRHR agonist -0.2.
For CCn1c2ccccc2c2cc(NC(=O)C(=O)NCC3CCCO3)ccc21 (stereo unspecified) the results were TrxR1 inh 9%[57.1 µM], mIDH1 inhibitor 1%, D2 ag 0.2, D2 antag -5, PI4K2A block 2, USP1 inh -17%, TrxR1 substrate -7%[57.1 µM], TRHR enhancer 9 and TRHR agonist -1.3.
Screening Cc1ccc(C(=O)OCC(=O)N2CC(C)CC(C)C2)cc1S(=O)(=O)N1CCOCC1 (stereo unspecified) returned TrxR1 inh -4%, mIDH1 inhibitor 0%, D2 ag 0.1, D2 antag 1, PI4K2A block -1, USP1 inh -8%, TrxR1 substrate -10%, TRHR enhancer 5 and TRHR agonist -0.8.
Screening CC(NC(=O)CSc1n[nH]c(-c2ccccc2Cl)n1)c1nc2ccccc2[nH]1 (stereo unspecified) returned TrxR1 inh 15%[57.1 µM], mIDH1 inhibitor 3%, PI4K2A block 1, USP1 inh -16%, TrxR1 substrate 2%[57.1 µM], TRHR enhancer 1 and TRHR agonist -0.1.
`Cc1ccc(N(CC2CO2)S(=O)(=O)c2ccc(C)cc2)cc1` (stereo unspecified) gave TrxR1 inh -2%, mIDH1 inhibitor -3%, D2 ag 0.0, D2 antag 2, PI4K2A block 5, USP1 inh -9%, TrxR1 substrate 6%, TRHR enhancer -3 and TRHR agonist -0.6.
Screening Cc1ccccc1NC(=O)c1c(C)cc(=O)oc1C returned TrxR1 inh 12%, mIDH1 inhibitor -6%, D2 ag -2.9, D2 antag -22, PI4K2A block 5, USP1 inh -7%, TrxR1 substrate 1%, TRHR enhancer -7 and TRHR agonist -0.3.

Retrieved by compound from the list above (3):
`COc1cc(NC(=O)CN2C(=O)c3ccccc3S2(=O)=O)cc(OC)c1` gave TrxR1 inh 11%, mIDH1 inhibitor -3%, D2 ag 1.2, D2 antag 11, PI4K2A block 0, USP1 inh -14%, TrxR1 substrate 4%, TRHR enhancer 7 and TRHR agonist -0.2.
`COc1cc2oc(=O)c(CC(=O)NCCc3ccccc3)c(C)c2cc1Cl` gave TrxR1 inh 20%, mIDH1 inhibitor 0%, D2 ag -0.1, PI4K2A block 0, USP1 inh -21%, TrxR1 substrate 17%, TRHR enhancer 6 and TRHR agonist -0.4.
Screening CC(=O)Nc1ccc(S(=O)(=O)N2CCC(c3nc4ccccc4[nH]3)CC2)cc1 returned TrxR1 inh 17%, mIDH1 inhibitor 5%, D2 ag 0.2, D2 antag -8, PI4K2A block -6, USP1 inh 2%, TrxR1 substrate 3%, TRHR enhancer -5 and TRHR agonist 0.6.

The list continues.
Screening O=C(O)c1cc(S(=O)(=O)N2CCCCC2)ccc1N1CCCCC1 returned TrxR1 inh 3%, mIDH1 inhibitor 1%, D2 ag 0.3, D2 antag -30, PI4K2A block 1, USP1 inh -7%, TrxR1 substrate -7%, TRHR enhancer -3 and TRHR agonist 0.0.
`COCCCNC(=O)c1cccc(NC(=O)c2ccccc2)c1` gave TrxR1 inh 8%, mIDH1 inhibitor 14%, D2 ag 0.4, D2 antag 28, PI4K2A block 7, USP1 inh -11%, TrxR1 substrate 5%[0.457 µM], TRHR enhancer 1 and TRHR agonist -0.5.
For COC(=O)c1ccc2c(=O)n(CCCN3CCCC3=O)c(=S)[nH]c2c1 the results were TrxR1 inh 2%, mIDH1 inhibitor 5%, D2 ag -1.6, D2 antag 11, PI4K2A block 3, USP1 inh 4%, TrxR1 substrate 3%, TRHR enhancer -1 and TRHR agonist -0.2.
For Cc1cc(C(=O)COc2nncc3ccccc23)c(C)n1C the results were TrxR1 inh 1%, mIDH1 inhibitor 0%, D2 ag 0.8, D2 antag -6, PI4K2A block 2, USP1 inh -1%, TrxR1 substrate 4%, TRHR enhancer 0 and TRHR agonist 0.1.
Screening Cc1cn(C(=O)C(C)N2C(=O)c3ccccc3C2=O)c(C)n1 (stereo unspecified) returned TrxR1 inh 19%, mIDH1 inhibitor -4%, D2 ag -0.1, D2 antag 6, PI4K2A block 2, USP1 inh 0%, TrxR1 substrate 6%, TRHR enhancer -1 and TRHR agonist -0.8.
For COc1ccc(Cl)cc1C(=O)NNC(=O)COC(=O)c1ccc(Br)o1 the results were TrxR1 inh 6%[57.1 µM], mIDH1 inhibitor 5%, PI4K2A block -1, USP1 inh inconclusive and TrxR1 substrate 5%.
`CC(C(=O)N1CCN(C2c3ccccc3-c3ccccc32)CC1)N1C(=O)c2ccccc2C1=O` (stereo unspecified) gave TrxR1 inh -13%, mIDH1 inhibitor 2%, D2 ag 4.2, D2 antag 6, PI4K2A block 1, USP1 inh -17%, TrxR1 substrate -22%[57.1 µM], TRHR enhancer -2 and TRHR agonist 0.1.
`O=C(/C=N/NC(=O)c1ccc(Cl)cc1Cl)c1ccccc1` gave TrxR1 inh 6%, mIDH1 inhibitor 0%, D2 ag 0.3, D2 antag 26, PI4K2A block 0, USP1 inh -14%, TrxR1 substrate -10%, TRHR enhancer 9 and TRHR agonist -0.1.
CCOC(=O)C1(CCOC)CCN(C(=O)c2sccc2C)CC1 was read as TrxR1 inh 16%, mIDH1 inhibitor 1%, D2 ag 0.7, D2 antag 14, PI4K2A block -3, USP1 inh -6%, TrxR1 substrate 7%, TRHR enhancer 3 and TRHR agonist 0.7.
COc1ccc(-c2n[nH]c(=S)n2/N=C/c2cccn2C)cc1 was read as TrxR1 inh -11%, mIDH1 inhibitor 15%, D2 ag -1.6, D2 antag 2, PI4K2A block 3, USP1 inh -22%, TrxR1 substrate -3%, TRHR enhancer 4 and TRHR agonist -2.1.

Screening data: PubChem BioAssay, National Center for Advancing Translational Sciences (NCATS)
